Mito fusion yeast: inhibitors of mitochondrial division or activators of mitochondrial fusion | 0.23% of 320,000 active | Potency, µM (top dose mostly 46.1 µM), for the others: top-dose growth rescue (activation), actives largely listed as activators | S. cerevisiae fusion-defective mutant growth rescue, CellTiterGlo 48 h;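 also: potency is read from the fitted curve at half-maximal effect; % of control where 0% means no effect; nearly all actives have a fitted effect of over 45% in size; temperature-sensitive fusion mutants such as fzo1-1 at 37 °C on non-fermentable ethanol glycerol medium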
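Compounds are tested for their ability to restore growth of mitochondrial fusion-defective yeast strains at non-permissive 37C in YPEG medium over 48 hours. Viability is quantified by luciferase luminescence.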
MBNL1-CUG inh: MBNL1-poly(CUG) RNA binding inhibition | Potency, µM (titrated, usually from 57.5 µM), for inactives: at the highest dose activity change, negative = inhibition, usual class: inhibitors | Q9NR56 | TR-FRET MBNL1-His/biotin-(CUG)12 binding, 665/545 ratio | 0.036% of 280,000 active | AID 2675; active = well fitted inhibition curve with a large enough effect in the signal ratio, with a control signal flat, not every such curve was filed as active; inconclusive = small, poorly fitted or top-dose-only effect, or effect the other way, or a change in a side signal; inactive = no such curve, though single readings can be large or run the other way; the % refers to the signal ratio; also: potency is read from the fitted curve at half-maximal effect; % is scaled to controls: 0 for no effect and ±100 for the full control effect
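TR-FRET readout: Ex 340 nm, 665/545 nm emission ratio, normalized to buffer-only (basal) and MBNL1-(CUG)12 controls. Complex of MBNL1-His with Biotin-(CUG)12, compounds 92 nM–58 uM, incubated 60 min at room temperature.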
PKM2 activator: PKM2 (human) enzyme activation; purified PKM2, Kinase-Glo ATP luminescence, activation; response scale: 0% is enzyme alone, no compound; Potency, µM (doses to about 57.5 µM), for the others: at the top dose activation, usual class: activators; 0.34% of 260,000 active; also: potency is read from the fitted curve at half-maximal effect; % is scaled to controls: 0 for no effect and ±100 for the full control effect; nearly all actives have a fitted effect of over 55% in size
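ATP formation by purified human PK-M2, quantified via coupled luciferase luminescence after 1 h at room temperature with 0.1 mM ADP and 0.5 mM PEP final.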
ELG1 DNA repair: inhibitors of ELG1-dependent DNA repair in HEK293T cells; 2.3% of 330,000 active; HEK293T ELG1-luciferase reporter, luminescence, 16 h; DNA damage induced by 5-fluorouridine; AID 504467; Potency, µM (top dose mostly 46.1 µM), inactives show at the highest dose activity change, negative = inhibition, actives largely listed as inhibitors; also: potency is read from the fitted curve at half-maximal effect; % is scaled to controls: 0 for no effect and ±100 for the full control effect; nearly all actives have a fitted effect of over 55% in size
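Luminescence from the luciferase reporter, measured 30 min after ONE-Glo reagent at room temperature, was the read-out. Beforehand, 2,000 cells per well were exposed for 16 hr at 37 °C to 5-fluorouridine together with compound or vehicle.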
Rab9 promoter act: Rab9 promoter activation | 2.8% of 320,000 active | Potency, µM (top dose mostly 9.22 µM), for inactives: at the top dose activation, negative = inhibition, actives largely listed as activators | Huh7 Rab9 promoter-luciferase reporter, luminescence, 24 h; also: potency is read from the fitted curve at half-maximal effect; % of control where 0% means no effect; nearly all actives have a fitted effect of over 60% in size
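Huh7 reporter line, Rab9 promoter upstream of luciferase. Compound exposure 24 h at 37 °C in reduced-serum medium with 10% FBS. Read-out: luminescence.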
RORgamma inh: ROR gamma (mouse) transcription inhibition. P51450. Potency, µM (highest dose often 53.6 µM), inactives show at the top dose activity change, negative = inhibition, most hits filed as inhibitors. 5.4% of 310,000 active. Drosophila S2 Gal4-RORgamma UAS-luciferase reporter, 20 h. AID 2551; also: potency is read from the fitted curve at half-maximal effect; % is scaled to controls: 0 for no effect and ±100 for the full control effect; nearly all actives have a fitted effect of over 60% in size
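Drosophila S2 cells stably expressing Gal4-DBD/mouse RORγ fusion under metallothionein promoter plus UAS-luciferase; compound 1 h, then 700 uM CuSO4 induction for 20 h at ambient temperature; inhibition read as reduced luminescence.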
KCNH2 3.1 block: KCNH2 3.1 (human) potassium channel inhibition. U2OS KCNH2 3.1, thallium flux FluxOr; stronger effect = lower value. activity change, % (tested at about 1.8 µM). 0.95% of 340,000 active. AID 720553;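 active = maximum activity change below -70%; inconclusive = maximum activity change from -70% to -50%; inactive = maximum activity change above -50%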;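 also: thallium influx rate constant from kinetic fluorescence after stimulation buffer; % is scaled to controls: 0 for no effect and ±100 for the full control effect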
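Measured as rate of thallium-driven FluxOr signal in transduced U2OS cells carrying the 3.1 channel, read kinetically for 2 min upon stimulation; values are rate constants scaled to DMSO control wells.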
Menin MLL FP TR: inhibitors of human menin-MLL interaction, mutant MLL peptide | O00255 | Menin + Texas Red MLL mutant peptide, fluorescence polarization | Potency, µM (top dose mostly 61.6 µM), without a hit: at the top dose FP activity change, negative = inhibition, actives largely listed as inhibitors | 0.23% of 270,000 active; active = well fitted inhibition curve with a large enough effect in the polarisation, with a control signal flat, not every such curve was filed as active; inconclusive = small, poorly fitted or top-dose-only effect, or effect the other way, or a change in a side signal; inactive = no such curve, though single readings can be large or run the other way; the % refers to the polarisation; also: potency is read from the fitted curve at half-maximal effect; % of control where 0% means no effect; many of its hits are not listed in these tables
NPC1 promoter act: NPC1 promoter activation; Potency, µM (top dose mostly 9.22 µM), inactives show at the top dose activation, most hits filed as activators; Huh7 NPC1 promoter luciferase reporter, 24 h; 2.4% of 320,000 active;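 also: potency is read from the fitted curve at half-maximal effect; % of control where 0% means no effect; nearly all actives have a fitted effect of over 60% in size; reporter is driven by a mutant NPC1 promoter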
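Huh7 cells stably carrying NPC1 promoter–luciferase, plated in Opti-MEM with 10% FBS for 2 h, were exposed to compound in DMSO for 24 h at 37 °C; luciferase reagent was added for 10 min and luminescence read.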
VP16 counter: inhibits Gal4-VP16 luciferase reporter, ROR gamma counter-screen. Potency, µM (titrated, usually from 53.6 µM), for inactives: at the highest dose activity, negative = inhibition, most hits filed as inhibitors. Drosophila S2 Gal4-VP16 UAS-luciferase, luminescence, 20 h. 3.5% of 310,000 active;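 also: Gal4-VP16 expression switched on by copper sulfate through the metallothionein promoter; potency is read from the fitted curve at half-maximal effect; % is scaled to controls: 0 for no effect and ±100 for the full control effect; nearly all actives have a fitted effect of over 50% in size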
FLuc counter: inhibits or activates purified firefly luciferase, miR-21 counter-screen; AID 588342; 6.9% of 360,000 active; purified FLuc, Km substrates, luminescence inhibition; Potency, µM (highest dose often 57.5 µM), without a hit: top-dose activity change, negative = inhibition, hits mostly inhibitors;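 also: potency is read from the fitted curve at half-maximal effect; plate controls were vehicle for no effect and reference inhibitor for full effect; nearly all actives have a fitted effect of over 55% in size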
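Purified P. pyralis luciferase (10nM final) with 10uM D-luciferin and 10uM ATP (Km levels) in 50mM Tris acetate pH 7.5, 10mM Mg acetate, 0.01% Tween-20, 0.05% BSA; qHTS 6-point titration, ~60 µM downward; luminescence read.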
Starred values were filed as active, the others as inactive; ? = inconclusive; . = no result given; [ ] = another dose, or the depositor's remark. Unless noted, calls follow the shape of the dose curve; as a rule, active = well fitted curve in the direction sought with a large enough effect; inconclusive = small, poorly fitted or top-dose-only effect, or another doubt; inactive = no such curve, though single readings can be large; an effect the other way counts as inactive or inconclusive. An excerpt (hit frequency here may not be typical).

SMILES	Mito fusion yeast	MBNL1-CUG inh	PKM2 activator	ELG1 DNA repair	Rab9 promoter act	RORgamma inh	KCNH2 3.1 block	Menin MLL FP TR	NPC1 promoter act	VP16 counter	FLuc counter
O=C(NNC(=O)c1ccccc1-n1cccc1)c1ccccc1	0%	0%	-5%	0%	5%	-21%	1	.	-6%	0%	-1%
O=C(Nc1ccc(F)cc1)c1oc2ccccc2c1NC(=O)C1CCCC1	5%	-9%	-1%	-1%	2%	16%	-10	?	-1%	1%	-2%
N#Cc1c(NC(=O)c2ccc([N+](=O)[O-])o2)sc2c1CCC2	-68%[inhibitor]	?	-15%	?	1.6µM*	?	7	?	1.6µM*	?	4.8µM*
Cc1ccc(N2CCN(CC(O)COc3ccc([N+](=O)[O-])cc3)CC2)cc1 (stereo not given)	-4%	.	-2%	-13%	-3%	22%	-89*	-24%	-1%	-2%	-9%
Cc1ccc2nc3c(cc(C(=O)NCCN4CCOCC4)c(=N)n3CCCN3CCOCC3)c(=O)n2c1	8%	?	0%	0%	?	0%	-24	8%	-6%	0%	0%
COc1ccc(NC2=C(Cl)C(=O)N(CCc3ccccc3)C2=O)cc1	-1%	13%	-5%	12%	0%	?	-18	1%	6%	?	2.7µM*
CCCC(=O)Nc1ccc2oc(-c3ccc(OC)c(Br)c3)nc2c1	-2%	40%[activator]	-8%	?	6.3µM*	18%	-7	18%	?	-21%	?
CCCCNC(=O)c1onc(CS(=O)(=O)c2ccccn2)c1C(=O)NCCCC	-6%	.	.	-26%	-8%	.	10	.	-2%	.	3%
CN(C)S(=O)(=O)c1cccc(C(=O)OCC(=O)N2c3ccccc3NC(=O)C2(C)C)c1	6%	-6%	2%	-2%	0%	15%	3	-4%	-3%	-1%	0%
N#CCOC(=O)C1CCN(S(=O)(=O)c2ccc3c(c2)OCCO3)CC1	0%	.	.	14%	-5%	.	3	.	1%	.	9%
CCSc1ncc(/C=N/Nc2ccc(F)cc2)n1C	-1%	4%	3%	?	?	20%	-3	1%	?	4%	11µM*
COc1ccc(Cl)cc1NC(=O)c1[nH]c(C)c(C(C)=O)c1C	8%	17%	.	20%	6%	-5%	0	5%	21%	4%	2%
COC(=O)C1=C(C)N(C)C(C)=C(C(=O)OC)C1c1ccc(F)c(Br)c1	15%	7%	-7%	10%	-7%	-25%	-12	-4%	-3%	-3%	4%
COc1cc(C(=O)Nc2ccc(-n3cnnn3)c(C)c2)cc(OC)c1OC	-3%	8%	5%	0%	-1%	-4%	20	-8%	-1%	3%	?
O=C(CCSCCc1ccccn1)Nc1ccccn1	-5%	-10%	-1%	4%	-2%	22%	-16	6%	4%	-10%	-4%
CCOC(=O)N1CCN(C(=O)CN(c2cccc(OC)c2)S(C)(=O)=O)CC1	0%	-1%	0%	-7%	5%	1%	2	2%	0%	-6%	1%
S=C(NCc1cccnc1)Nc1cc(Cl)cc(Cl)c1	-3%	-13%	-1%	-16%	-1%	29%	-1	.	2%	1%	2%
Cc1occc1C(=O)N/N=C/c1ccccn1	7%	13%	-22%	24%	?	10µM*	15	10%	25%	-26%	?
Cc1ccnc2ccc(-c3nc4ccccc4o3)cc12	-2%	15%	4%	?	3.5µM*	?	18	-18%	?	-3%	5.4µM*
COc1ccc(S(=O)(=O)N2CCCCCC2)cc1C(=O)N(C)Cc1cccs1	4%	.	.	6%	-3%	.	2	.	-1%	.	2%
COC(=O)c1cc(NC(=O)c2ccccc2F)cc(C(=O)OC)c1	29%	.	-1%	?	-1%	16%	1	-12%	-4%	0%	0%
CCOC(=O)c1ccc(NC(=O)Nc2ccc3c4c(cccc24)C(=O)N3CC)cc1	2%	10%	-3%	-2%	-5%	2%	0	?	-7%	2%	-1%
O=C1OCc2ccc(NC(=O)c3c(F)cccc3Cl)cc21	-2%	3%	-6%	19%	18%	20%	7	.	-3%	28%	-3%
CCCN(CCC)C(=O)c1ccccc1C(=O)N(CCC)CCC	1%	8%	4%	-2%	0%	-1%	7	1%	-7%	-2%	-3%
Cc1cccc(C)c1NC(=O)CSc1nc(C2CC2)nc2ccccc12	21%	-5%	0%	-22%	-2%	-22%	12	3%	-3%	-12%	2%
O=C(NCc1ccco1)c1cc(C(=O)C2CC2)c[nH]1	0%	7%	1%	-1%	2%	1%	-5	1%	-10%	6%	2%
O=C(Cc1ccsc1)NCc1ccccc1F	2%	0%	2%	-3%	8%	4%	1	.	0%	-10%	-1%
COc1ccc(NC(=O)Cn2cc(C(C)=O)c3ccccc32)cc1	-2%	14%	1%	?	-18%	?	-15	2%	-8%	-12%	-2%
CC(=O)N1CCc2cc(S(=O)(=O)C(C)CC(=O)NCc3ccc(C)o3)ccc21 (stereo not given)	-19%	-1%	16%	3%	3%	2%	-10	10%	2%	-7%	0%
CC(C)c1nnc(SCC(=O)NC2CCCC2)n1C	4%	-3%	.	?	5%	-21%	-2	-6%	3%	-9%	-2%
CC(NC(=O)[C@@H](C)NC(=O)[C@@H]1Cc2ccccc2CN1C(=O)OC(C)(C)C)c1ccccc1 (stereo not given in full)	4%	-1%	.	15%	8%	39%	23	.	-19%	20%	-1%
Cc1ccc(S(=O)(=O)N2CCC(C(=O)NC3CCCCCC3)CC2)cc1	-6%	5%	-5%	-11%	-3%	-2%	-9	-8%	0%	-4%	0%
CC(=O)N(CCP(=O)(c1ccccc1)c1ccccc1)Cc1ccco1	6%	1%	0%	12%	1%	0%	-3	-13%	2%	-2%	7%
CC(=O)Nc1cc(C(=O)N2CCOCC2)ccc1S(=O)(=O)c1ccc(C)cc1	0%	-6%	1%	6%	-1%	32%	2	-9%	8%	-6%	2%
CSC1=NC(C)N2C(SC)=NC(C)N12 (stereo not given)	0%	7%	2%	24%	-6%	0%	-11	.	0%	1%	6%
COc1ccccc1CC(=O)N1CCN(c2cccc(Cl)c2)CC1	3%	3%	1%	-27%	-3%	14%	-11	?	-6%	-1%	2%
COc1ccc(C(=O)NCCNC(=O)c2cc(OCC(F)(F)F)ccc2OCC(F)(F)F)cc1	2%	-9%	-2%	.	.	-5%	-4	7%	.	-16%	-2%
O=C(O)C(NS(=O)(=O)c1ccc(F)cc1)c1ccccc1 (stereo not given)	-6%	-4%	-2%	6%	-2%	-6%	-3	4%	1%	4%	-3%
COc1ccc2c(c1OC)C(=O)N1N=C(c3ccccc3)CC21 (stereo not given)	0%	?	0%	?	15%	27%	0	1%	14%	28%	?
CNC(=S)N(Cc1ccc(OC)cc1)C1CC(=O)N(c2ccc(Cl)cc2)C1=O (stereo not given)	7%	7%	-8%	?	-5%	8%	1	-6%	-6%	?	-4%
CCc1nc(NCC2CCCN2CC)c2nnn(Cc3ccccc3F)c2n1 (stereo not given)	2%	3%	-2%	-9%	-2%	0%	-2	-14%	0%	-2%	-4%
Oc1ccccc1Oc1ncc(Br)c(N2CCOCC2)n1	6%	-7%	2%	-5%	-1%	37%	9	4%	1%	-2%	2%
O=C(O)COc1ccccc1C1C2C(=O)N(c3ccc(F)cc3)C(=O)C2ON1c1ccccc1 (stereo not given)	1%	-1%	3%	7%	1%	1%	-3	8%	-1%	-9%	3%
CCS(=O)(=O)N1CCC(C(=O)Nc2cc(C)ccc2O)CC1	-2%	2%	-3%	3%	-2%	14%	32	-1%	-4%	-11%	6%
N#Cc1ccc(C(=O)Nc2cccc(NC(=O)c3ccco3)c2)c(F)c1	?	-5%	7%	-16%	-7%	-6%	3	?	-2%	-22%	?
COc1cc(S(=O)(=O)NC2CCCCC2)c(C)cc1C	6%	-4%	2%	10%	-2%	1%	13	-27%	-6%	-5%	1%
CC(=O)c1sc(-c2cccc(Cl)c2)nc1C	1%	?	1%	?	15%	23%	-8	-11%	6%	-7%	?
Cc1ccc(CNC(=O)c2ccc(Cn3cc(-c4ccc(C)cc4)nc3-c3ccncc3)cc2)cc1	-13%	0%	-5%	?	2.8µM*	?	-38	3%	?	?	11µM*
CCc1nnc(NC(=O)CSc2nnc(-c3ccccc3OC)n2-c2ccccc2)s1	0%	-11%	3%	-21%	-1%	?	2	-9%	-3%	2%	2%
Cc1cccc(OCC(=O)NN2C(=O)C3C4C=CC(O4)C3C2=O)c1 (stereo not given)	-5%	2%	4%	-8%	-6%	11%	-1	6%	-8%	-17%[10 µM]	2%

From PubChem BioAssay
